# Screening results deposited in PubChem by Broad Institute.
# NSD2 block: blocks human NSD2 histone methyltransferase activity | inhibition, % at 12.5 µM | NSD2-SET H3K36me1 DELFIA fluorescence, biochemical | actives 0.07% (n = 44,000) | AID 624260 | O96028; in the data active = inhibition above about 54%, passing the limit was not always enough;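 note: inhibitors reduce the monomethyl H3K36 fluorescence signal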
# Target sequence (O96028 whole entry, looked up): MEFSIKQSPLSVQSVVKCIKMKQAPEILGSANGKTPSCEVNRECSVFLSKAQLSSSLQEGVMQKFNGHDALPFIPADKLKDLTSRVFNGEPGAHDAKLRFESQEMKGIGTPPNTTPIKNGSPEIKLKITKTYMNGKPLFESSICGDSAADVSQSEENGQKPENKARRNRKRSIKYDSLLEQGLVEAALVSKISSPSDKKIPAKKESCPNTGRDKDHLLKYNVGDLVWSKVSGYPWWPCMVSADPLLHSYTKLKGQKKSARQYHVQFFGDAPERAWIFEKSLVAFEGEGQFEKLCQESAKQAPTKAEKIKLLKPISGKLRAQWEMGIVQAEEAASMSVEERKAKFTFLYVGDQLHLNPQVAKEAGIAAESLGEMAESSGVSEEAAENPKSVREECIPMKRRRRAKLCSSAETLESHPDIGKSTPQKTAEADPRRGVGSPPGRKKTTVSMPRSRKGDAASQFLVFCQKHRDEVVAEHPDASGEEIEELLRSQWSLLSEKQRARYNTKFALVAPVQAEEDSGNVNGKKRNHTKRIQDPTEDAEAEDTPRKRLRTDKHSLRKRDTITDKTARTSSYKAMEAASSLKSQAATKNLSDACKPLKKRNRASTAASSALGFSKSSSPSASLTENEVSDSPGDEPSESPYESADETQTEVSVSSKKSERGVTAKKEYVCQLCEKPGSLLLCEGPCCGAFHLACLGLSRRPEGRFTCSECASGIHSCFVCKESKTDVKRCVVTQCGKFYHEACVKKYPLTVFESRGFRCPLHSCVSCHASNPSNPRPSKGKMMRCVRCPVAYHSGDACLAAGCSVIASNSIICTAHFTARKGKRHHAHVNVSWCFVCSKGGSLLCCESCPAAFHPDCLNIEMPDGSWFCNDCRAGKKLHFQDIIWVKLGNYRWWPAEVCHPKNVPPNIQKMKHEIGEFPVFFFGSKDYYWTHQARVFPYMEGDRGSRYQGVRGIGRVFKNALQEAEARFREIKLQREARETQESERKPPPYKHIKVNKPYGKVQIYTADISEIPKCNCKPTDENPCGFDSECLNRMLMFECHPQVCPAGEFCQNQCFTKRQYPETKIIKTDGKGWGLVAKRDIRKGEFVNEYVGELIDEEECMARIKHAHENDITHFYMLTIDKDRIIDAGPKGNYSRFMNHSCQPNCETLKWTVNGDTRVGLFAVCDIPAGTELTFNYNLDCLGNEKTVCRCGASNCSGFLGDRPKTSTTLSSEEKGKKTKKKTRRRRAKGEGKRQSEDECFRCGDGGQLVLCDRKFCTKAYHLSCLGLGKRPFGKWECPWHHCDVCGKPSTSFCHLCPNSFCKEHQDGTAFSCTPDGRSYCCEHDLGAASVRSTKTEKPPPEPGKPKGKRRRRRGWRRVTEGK
# Numbers without * were called inactive.
# The opening 4 entries as a preview:
compound	NSD2 block
CC(C)CC#Cc1cnc2c(c1)C(=O)N([C@H](C)CO)C[C@H](C)[C@@H](CN(C)C(=O)c1ccc(F)cc1)O2	3
Cc1noc(C)c1S(=O)(=O)Nc1ccc2c(c1)C(=O)N([C@H](C)CO)C[C@@H](C)[C@@H](CN(C)S(=O)(=O)c1ccccc1)O2	-1
C[C@H]1CN([C@@H](C)CO)S(=O)(=O)c2ccc(C3=CCCCC3)cc2O[C@@H]1CN(C)S(=O)(=O)c1ccc(F)cc1	8
COCC(=O)N(C)C[C@@H]1Oc2cc(C3=CCCC3)ccc2S(=O)(=O)N([C@@H](C)CO)C[C@H]1C	-2

# Main list, repeating the preview:
compound	NSD2 block
CC(C)CC#Cc1cnc2c(c1)C(=O)N([C@H](C)CO)C[C@H](C)[C@@H](CN(C)C(=O)c1ccc(F)cc1)O2	3
Cc1noc(C)c1S(=O)(=O)Nc1ccc2c(c1)C(=O)N([C@H](C)CO)C[C@@H](C)[C@@H](CN(C)S(=O)(=O)c1ccccc1)O2	-1
C[C@H]1CN([C@@H](C)CO)S(=O)(=O)c2ccc(C3=CCCCC3)cc2O[C@@H]1CN(C)S(=O)(=O)c1ccc(F)cc1	8
COCC(=O)N(C)C[C@@H]1Oc2cc(C3=CCCC3)ccc2S(=O)(=O)N([C@@H](C)CO)C[C@H]1C	-2
CN1CCc2cccc3c2[C@H]1Cc1ccc(O)c(O)c1-3	-8
CCCCc1c(-c2ccc(O)cc2)[nH]c2nccnc12	-5
CCCNC(=O)N(C)C[C@@H]1Oc2cc(-c3ccncc3)ccc2S(=O)(=O)N([C@@H](C)CO)C[C@@H]1C	17
CCCc1ccc(-c2c(C)sc(N)c2C#N)cc1	-2
COc1ccc(NC(=O)Nc2ccc3c(c2)CC(=O)N([C@@H](C)CO)C[C@H](C)[C@@H](CN(C)S(=O)(=O)c2ccc(Cl)cc2)O3)cc1	2
C[C@H]1CN([C@@H](C)CO)C(=O)c2cc(C#Cc3ccc(F)cc3)cnc2O[C@H]1CN(C)CC1CCOCC1	7
C[C@H]1CN([C@@H](C)CO)S(=O)(=O)c2ccc(C#CC(C)(C)O)cc2O[C@@H]1CN(C)C(=O)CN(C)C	0
C[C@H]1CN([C@@H](C)CO)C(=O)c2cc(N(C)C)ccc2O[C@@H]1CN(C)C(=O)Nc1ccc(F)cc1	8
C[C@@H]1CN([C@H](C)CO)C(=O)c2cc(-c3ccccc3F)cnc2O[C@@H]1CN(C)Cc1cccc(C(=O)O)c1	1
C[C@H](CO)N1C[C@H](C)[C@H](CN(C)Cc2ccc(C(=O)O)cc2)Oc2ccc(NC(=O)Cc3ccccc3)cc2CC1=O	-1
C[C@H](CO)N1C[C@H](C)[C@@H](CN(C)C(=O)Nc2cccc3ccccc23)Oc2c(NC(=O)c3nc4ccccc4s3)cccc2C1=O	1
COc1ccc(NC(=O)Nc2cccc3c2O[C@H](CN(C)Cc2ccc(C(=O)Nc4ccccc4N)cc2)[C@@H](C)CN([C@H](C)CO)C3=O)cc1	1
C[C@H](CO)N1C[C@H](C)[C@H](CN(C)CC2CC2)Oc2ccc(NC(=O)Nc3ccc4c(c3)OCO4)cc2CC1=O	0
C[C@@H]1CCCCO[C@H](CN(C)C)[C@H](C)CN([C@@H](C)CO)C(=O)c2cc(NC(=O)Nc3ccc(F)cc3)ccc2O1	-3
COc1cccc(C#Cc2ccc3c(c2)O[C@@H](CN(C)C(=O)CN2CCOCC2)[C@H](C)CN([C@@H](C)CO)S3(=O)=O)c1	2
Cc1noc(C)c1NC(=O)N(C)C[C@H]1Oc2ccc(NC(=O)CCCCCC(=O)Nc3ccccc3N)cc2C(=O)N([C@@H](C)CO)C[C@@H]1C	13
COc1ccc(S(=O)(=O)Nc2ccc3c(c2)C(=O)N([C@@H](C)CO)C[C@H](C)[C@H](CN(C)C(=O)Nc2ccccc2)O3)cc1	-5
C[C@@H]1CN([C@@H](C)CO)C(=O)c2cc(NS(=O)(=O)c3cn(C)cn3)ccc2O[C@@H](C)CCCCO[C@@H]1CN(C)S(=O)(=O)c1cn(C)cn1	-1
C[C@@H]1CN([C@@H](C)CO)C(=O)Cc2cc(NC(=O)CCCCCC(=O)Nc3ccccc3N)ccc2O[C@@H]1CN(C)S(C)(=O)=O	3
O=C(CC1CC1)Nc1ccc2c(c1)[C@@H]1C[C@@H](CC(=O)NC3CCCCC3)O[C@@H](CO)[C@@H]1O2	0
Cc1noc(C)c1NC(=O)Nc1ccc2c(c1)C(=O)N([C@H](C)CO)C[C@H](C)[C@@H](CN(C)Cc1ccc3c(c1)OCO3)O2	0
C[C@H](CO)N1C[C@H](C)[C@@H](CN(C)CC2CC2)Oc2ccc(NS(=O)(=O)c3ccc(Cl)cc3)cc2CC1=O	-2
Cc1noc(C)c1NC(=O)N(C)C[C@@H]1Oc2ccc(NC(=O)Cc3ccccc3)cc2CC(=O)N([C@H](C)CO)C[C@H]1C	-2
COc1ccc(NC(=O)N(C)C[C@@H]2Oc3ncc(-c4cccnc4)cc3C(=O)N([C@@H](C)CO)C[C@H]2C)cc1	4
C[C@@H]1CCCCO[C@@H](CN(C)C)[C@H](C)CN([C@H](C)CO)C(=O)c2cc(NS(=O)(=O)c3cccs3)ccc2O1	-2
C[C@@H]1CN([C@@H](C)CO)C(=O)c2cccc(NS(=O)(=O)c3cn(C)cn3)c2O[C@@H]1CN(C)S(C)(=O)=O	4
Cc1ccc(S(=O)(=O)N(C)C[C@H]2OCCCC[C@@H](C)Oc3ccc(NC(=O)Nc4c(C)noc4C)cc3C(=O)N([C@H](C)CO)C[C@@H]2C)cc1	2
COc1cccc(C#Cc2ccc3c(c2)O[C@@H](CN(C)S(=O)(=O)c2ccccc2F)[C@H](C)CN([C@@H](C)CO)S3(=O)=O)c1	7
C[C@H](CO)N1C[C@H](C)[C@@H](CN(C)Cc2ccc(C(=O)Nc3ccccc3N)cc2)Oc2ccc(NC(=O)Cc3cn(C)c4ccccc34)cc2CC1=O	-1
COCC(=O)Nc1ccc2c(c1)[C@H]1C[C@H](CC(=O)NCc3ccccc3OC)O[C@H](CO)[C@H]1O2	2
C[C@@H]1CN([C@H](C)CO)C(=O)Cc2cc(NC(=O)Nc3cccc4ccccc34)ccc2O[C@@H]1CN(C)C(=O)Nc1ccc(F)cc1	4
CC(=O)O[C@]1(C(C)=O)CC[C@H]2[C@@H]3C=C(C)C4=CC(=O)CC[C@@H]4[C@H]3CC[C@@]21C	8
CC(=O)N(C)C[C@H]1Oc2ncc(C3=CCCC3)cc2C(=O)N([C@H](C)CO)C[C@H]1C	-1
COc1ccc(CN(C)C[C@H]2Oc3ccc(NS(=O)(=O)c4c(C)noc4C)cc3C(=O)N([C@@H](C)CO)C[C@@H]2C)cc1	3
C[C@@H]1CN([C@H](C)CO)S(=O)(=O)c2ccc(C#Cc3ccccc3)cc2O[C@H]1CN(C)S(=O)(=O)c1cn(C)cn1	3
C/C=C/c1ccc2c(c1)O[C@H](CN(C)C(C)=O)[C@@H](C)CN([C@@H](C)CO)S2(=O)=O	0
C[C@H]1CN([C@@H](C)CO)C(=O)c2cc(NS(=O)(=O)c3cn(C)cn3)ccc2O[C@H]1CN(C)C(=O)Nc1ccc(C(F)(F)F)cc1	6
C[C@H](CO)N1C[C@H](C)[C@@H](CN(C)Cc2ccccc2)Oc2ccc(NC(=O)CCCCCC(=O)Nc3ccccc3N)cc2C1=O	5
C[C@@H]1CN([C@@H](C)CO)C(=O)c2cc(/C=C/c3ccccc3)cnc2O[C@H]1CN(C)C(=O)C1CCOCC1	0
C[C@H](CO)N1C[C@H](C)[C@@H](CN(C)Cc2ccc(C(=O)O)cc2)OCCCC[C@H](C)Oc2ccc(NC(=O)Nc3ccc(F)cc3)cc2C1=O	1
COc1ccc(NC(=O)N(C)C[C@@H]2Oc3ccc(NC(=O)NC(C)C)cc3C(=O)N([C@@H](C)CO)C[C@H]2C)cc1	-2
C[C@H](CO)N1C[C@H](C)[C@@H](CN(C)C(=O)NC2CCCCC2)Oc2ccc(NC(=O)CCC(F)(F)F)cc2CC1=O	33
CCC1(c2ncc[nH]2)Cc2ccccc2O1 (stereo unspecified)	-2
Clc1ccc(C(Cn2ccnc2)OCc2c(Cl)cccc2Cl)c(Cl)c1 (stereo unspecified)	-1
C[C@H]1CN([C@@H](C)CO)C(=O)c2cccc(NC(=O)C3CC3)c2O[C@@H]1CN(C)S(=O)(=O)c1ccccc1	-1
CC(C)CC#Cc1cnc2c(c1)C(=O)N([C@H](C)CO)C[C@H](C)[C@H](CN(C)C(=O)CN1CCOCC1)O2	-1
C[C@@H]1CN([C@H](C)CO)C(=O)c2cc(C#Cc3cccc(F)c3)cnc2O[C@@H]1CN(C)CC1CC1	10
C[C@H](CO)N1C[C@H](C)[C@H](CN(C)C(=O)Nc2cccc3ccccc23)OCCCC[C@H](C)Oc2ccc(NC(=O)Nc3ccc(F)cc3)cc2C1=O	2
COc1ccc(S(=O)(=O)Nc2cccc3c2O[C@@H](CN(C)Cc2ccc(C(F)(F)F)cc2)[C@H](C)CN([C@@H](C)CO)C3=O)cc1	-2
C[C@@H]1CN([C@H](C)CO)C(=O)c2cc(NC(=O)Nc3ccc(F)cc3)ccc2O[C@H]1CN(C)S(=O)(=O)c1cccs1	-3
Cc1ccc(S(=O)(=O)N(C)C[C@@H]2Oc3ccc(NC(=O)NC(C)C)cc3C(=O)N([C@@H](C)CO)C[C@@H]2C)cc1	-2
Cc1ccc(S(=O)(=O)Nc2ccc3c(c2)C(=O)N([C@H](C)CO)C[C@H](C)[C@H](CN(C)C(=O)NC2CCCCC2)OCCCC[C@@H](C)O3)cc1	-5
COCC#Cc1cnc2c(c1)C(=O)N([C@H](C)CO)C[C@H](C)[C@@H](CN(C)C(=O)Cc1ccccc1)O2	8
CC(C)(C)[C@@H]1C=C(C(=O)NCc2ccccc2)O[C@H](OCc2ccc(CO)cc2)C1	8
C[C@@H]1CN([C@H](C)CO)C(=O)c2cc(NC(=O)Nc3ccc(F)cc3)ccc2O[C@H]1CN(C)C(=O)Nc1ccc(F)cc1	2
COc1ccc(-c2ccc3c(c2)O[C@@H](CN(C)C)[C@@H](C)CN([C@H](C)CO)S3(=O)=O)cc1	0

# By substructure, the entries above with an NH in an aromatic ring.
compound	NSD2 block
CCCCc1c(-c2ccc(O)cc2)[nH]c2nccnc12	-5
CCC1(c2ncc[nH]2)Cc2ccccc2O1 (stereo unspecified)	-2

# The list goes on:
compound	NSD2 block
O=C(C[C@H]1C=C[C@@H](NS(=O)(=O)c2ccccc2)[C@H](CO)O1)NCc1ccc(Cl)c(Cl)c1	2
C[C@@H](O)C#Cc1cnc2c(c1)C(=O)N([C@@H](C)CO)C[C@H](C)[C@@H](CN(C)C(=O)Nc1ccc(C(F)(F)F)cc1)O2	3
Cc1noc(C)c1NC(=O)N(C)C[C@H]1Oc2c(NC(=O)c3ccncc3)cccc2C(=O)N([C@@H](C)CO)C[C@H]1C	1
C[C@@H]1CN([C@H](C)CO)C(=O)Cc2cc(NC(=O)Cn3cnnn3)ccc2O[C@@H]1CN(C)Cc1ccccc1	0
COC(=O)CCCCCCC(=O)N/N=C/[C@@H](O)[C@@H](O)[C@H](O)[C@H](O)CO	4
C[C@@H]1CN([C@@H](C)CO)C(=O)c2cc(C3=CCCCC3)cnc2O[C@H]1CN(C)Cc1ccncc1	2
C[C@H]1CN([C@@H](C)CO)C(=O)Cc2cc(NC(=O)Nc3ccc(F)cc3)ccc2O[C@@H]1CN(C)C(=O)Nc1ccccc1	12
CC(/C=C/C(=O)NO)=C\c1ccccc1OC[C@@H]1[C@H]2C[C@H]3c4[nH]c5ccccc5c4CCN3C[C@@H]2CC[C@@H]1O	-6
C[C@H](CO)N1C[C@H](C)[C@H](CN(C)C(=O)Nc2ccc3c(c2)OCO3)Oc2ncc(C#Cc3ccc(C(F)(F)F)cc3)cc2C1=O	-7
CCOc1ccc2ccccc2c1C(=O)NCc1cccnc1	0
Cc1noc(C)c1NC(=O)Nc1ccc2c(c1)C(=O)N([C@@H](C)CO)C[C@@H](C)[C@@H](CN(C)C(=O)Nc1ccccc1)O2	0
Cc1ccccc1-c1ccc2c(c1)O[C@H](CN(C)C)[C@@H](C)CN([C@H](C)CO)S2(=O)=O	5
C[C@H](CO)N1C[C@H](C)[C@H](CN(C)S(C)(=O)=O)Oc2ccc(NC(=O)CCN3CCOCC3)cc2C1=O	-4
CN(C)C(=O)C[C@H]1C[C@H]2c3cc(NC(=O)C4CCOCC4)ccc3O[C@H]2[C@H](CO)O1	5
COc1ccc(S(=O)(=O)Nc2ccc3c(c2)CC(=O)N([C@H](C)CO)C[C@H](C)[C@@H](CN(C)Cc2ccc(Cl)c(Cl)c2)O3)cc1	-2
C[C@@H]1CN([C@@H](C)CO)C(=O)c2cc(NC(=O)Nc3ccc(F)cc3)ccc2O[C@H]1CN(C)C(=O)Nc1ccc(F)cc1	-4
COCCOC(=O)N1C(=O)[C@@]2(c3cc(C#CC4(O)CCCCCC4)ccc31)[C@H](c1ccc(O)cc1)N1[C@H](c3ccccc3)[C@H](c3ccccc3)OC(=O)[C@H]1[C@@H]2C(N)=O	-6
C[C@H](CO)N1C[C@H](C)[C@@H](CN(C)Cc2ccc(Cl)c(Cl)c2)Oc2ccc(NC(=O)CCCCCC(=O)Nc3ccccc3N)cc2CC1=O	5
COCC#Cc1ccc2c(c1)O[C@H](CN(C)Cc1ccccc1F)[C@@H](C)CN([C@H](C)CO)S2(=O)=O	0

# Quoted from the listing.
# NSD2 block with COC(=O)CCCCCCC(=O)N/N=C/[C@@H](O)[C@@H](O)[C@H](O)[C@H](O)CO stands at 4
# NSD2 block with Cc1ccccc1-c1ccc2c(c1)O[C@H](CN(C)C)[C@@H](C)CN([C@H](C)CO)S2(=O)=O stands at 5

# Not all compounds are listed. The share of hits here may be higher or lower than overall.
